dFosB activator – enhances mouse delta FosB homodimer DNA binding; P13346; purified delta FosB, TAMRA-CDK5 oligo fluorescence polarization; percent of positive-control signal above neutral wells; activation, % at 25 µM; 340,000 tested, 0.99% active; AID 493131;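 active = mean activation above about 17%, with every replicate also reaching it, limit read from the data, passing the limit was not always enough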;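 also: fluorescence polarization rise as delta FosB binds a TAMRA Cdk5 AP-1 oligo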
PvdQ inh – blocks Pseudomonas aeruginosa PvdQ acylase activity. purified PvdQ acylase, fluorescence plate reader. inhibition, % at 10 µM. 340,000 tested, 0.063% active; in the data active = inhibition above about 30%, passing the limit was not always enough;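 also: 0% = vehicle neutral wells and 100% = reference inhibitor wells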
cardiac RTF act – increases calcium sensitivity of human cardiac regulated thin filaments; P19429+P45379; IANBD-labeled TnC RTF fluorescence at EC20 calcium; 0% EC20 calcium, 100% full calcium; activation, % at 7.2 µM; 340,000 tested, 0.24% active;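 active = activation above the mean over all tested compounds plus 3 SD, cut at about 30% in these data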;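 also: rise in fluorescence read as greater calcium sensitivity of cardiac thin filaments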
LANA DNA inh – inhibitors of KSHV LANA C-terminal domain DNA binding; MBP-C-LANA/FAM-LBS DNA binding, fluorescence polarization; inhibition, % at 9 µM; 340,000 tested, 0.078% active; AID 504423;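 active = highest replicate inhibition at or above 60% at 9 µM, even if other replicates fall short; inactive = all replicates below 60% inhibition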;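 also: 0% = neutral control wells and 100% = 4 µM acridine orange control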
SUMO Mot1 rescue – blocks SUMOylation pathway, rescuing yeast Mot1-301 growth | S. cerevisiae Mot1-301 growth rescue, ATP luminescence, 38.5C; percent above DMSO median, 100 means doubled | growth rescue, % at 18.8 µM | 320,000 tested, 1% active | AID 2716;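 active = every valid replicate shows activation above 250% relative to neutral control wells; inactive = the rest, any valid replicate at or below 250%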;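 also: OY570 slx delta 5 strain wells were the positive control but not used for scaling; some compounds called inactive have numbers as strong as hits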
CDK5 p35 inh – blocks human CDK5/p35 kinase activity; Q00535+Q15078; Recombinant CDK5/p35, ADP-Glo luminescence, 60 min; inhibition, % at 10 µM; 330,000 tested, 0.01% active; AID 488839;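 active = highest replicate inhibition of at least 50% and at least 75% of replicates reaching 50%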;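 also: plate controls were DMSO neutral control for no effect and GW8510 at 10 µM for full effect; many of its hits are not listed in these tables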
Rtt109 Vps75 – C. albicans Rtt109 histone acetyltransferase inhibition | Q5AAJ8 | purified Rtt109/Vps75, ThioGlo CoA-SH fluorescence, 4 h | inhibition, % at 34.9 µM | 330,000 tested, 0.16% active | AID 540336;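 active = inhibition of at least 50% in every replicate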
NSD2 inh – blocks human histone methyltransferase NSD2 | NSD2 peptide methylation, AlphaScreen, 120 min | inhibition, % at 12.5 µM | 310,000 tested, 0.54% active | AID 743445; in the data active = inhibition above about 50%
Target sequence (O96028 whole entry, looked up): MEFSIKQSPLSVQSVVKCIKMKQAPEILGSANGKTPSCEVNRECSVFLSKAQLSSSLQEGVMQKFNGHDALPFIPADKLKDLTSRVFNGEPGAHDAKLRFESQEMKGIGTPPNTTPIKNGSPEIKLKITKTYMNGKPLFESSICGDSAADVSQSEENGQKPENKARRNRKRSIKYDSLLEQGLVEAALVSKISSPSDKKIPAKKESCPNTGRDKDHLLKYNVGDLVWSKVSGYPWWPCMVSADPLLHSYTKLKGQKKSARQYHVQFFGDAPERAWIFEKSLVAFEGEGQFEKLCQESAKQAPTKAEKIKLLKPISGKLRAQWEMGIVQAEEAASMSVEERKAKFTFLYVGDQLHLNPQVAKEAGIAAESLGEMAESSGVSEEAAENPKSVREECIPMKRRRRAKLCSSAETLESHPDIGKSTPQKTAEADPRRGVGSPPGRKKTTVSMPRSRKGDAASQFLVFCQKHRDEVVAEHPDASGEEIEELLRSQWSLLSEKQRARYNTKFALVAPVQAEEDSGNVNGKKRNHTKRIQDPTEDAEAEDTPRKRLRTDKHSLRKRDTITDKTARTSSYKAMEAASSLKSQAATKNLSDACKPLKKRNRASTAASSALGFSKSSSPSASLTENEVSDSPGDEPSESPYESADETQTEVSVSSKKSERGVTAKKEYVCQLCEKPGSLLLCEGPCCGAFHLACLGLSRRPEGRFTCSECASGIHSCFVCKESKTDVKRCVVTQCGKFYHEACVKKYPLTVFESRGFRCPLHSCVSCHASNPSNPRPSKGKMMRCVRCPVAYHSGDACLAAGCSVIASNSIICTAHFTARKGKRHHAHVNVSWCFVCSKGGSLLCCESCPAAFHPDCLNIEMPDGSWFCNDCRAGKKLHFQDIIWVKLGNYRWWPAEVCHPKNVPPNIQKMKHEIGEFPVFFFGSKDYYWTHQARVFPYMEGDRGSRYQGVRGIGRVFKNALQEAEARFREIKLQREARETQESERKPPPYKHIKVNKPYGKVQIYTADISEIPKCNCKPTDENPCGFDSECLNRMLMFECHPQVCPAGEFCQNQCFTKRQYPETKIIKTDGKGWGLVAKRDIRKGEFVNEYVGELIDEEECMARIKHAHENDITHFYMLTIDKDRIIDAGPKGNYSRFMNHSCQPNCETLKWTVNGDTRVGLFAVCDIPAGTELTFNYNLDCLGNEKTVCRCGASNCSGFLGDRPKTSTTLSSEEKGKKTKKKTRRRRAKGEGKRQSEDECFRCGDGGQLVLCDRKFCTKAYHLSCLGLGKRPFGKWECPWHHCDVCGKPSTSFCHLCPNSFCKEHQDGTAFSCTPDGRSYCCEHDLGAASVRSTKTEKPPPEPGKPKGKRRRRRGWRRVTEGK
RTF Ca sens inh – cardiac RTF calcium desensitization | P19429+P45379 | IANBD-labeled cardiac RTF, Ca2+ fluorescence | inhibition, % at 7.15 µM | 340,000 tested, 0.12% active;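 active = inhibition above the mean inhibition of all tested compounds plus 3 SD, cut at about 17% in these data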;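 also: assay run at fixed EC70 calcium of 1.6 mM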
PfHsp90 yeast 2 – growth inhibition of yeast expressing Plasmodium Hsp90 | S. cerevisiae expressing PfHsp90, BacTiter-Glo ATP, 48 h; yeast lacking PDR1 and PDR3 efflux regulators | inhibition, % at 9.4 µM | 310,000 tested, 0.32% active;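 active = every replicate shows inhibition above about 80%, whatever the replicate mean, limit read from the data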;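 also: 0% = DMSO neutral controls and 100% = 20 µM radicicol positive controls; yeast relying on Plasmodium falciparum Hsp90 in place of its own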
Keap1 Nrf2 FP – Keap1-Nrf2 (human) interaction inhibition. Keap1 Kelch-Nrf2 peptide fluorescence polarization, 1536-well. inhibition, % at 9.4 µM. 340,000 tested, 0.15% active; in the data active = inhibition above about 12%;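 also: human Keap1 Kelch domain with fluorescein labeled Nrf2 9mer peptide probe; 0% = neutral control wells and 100% = peptide positive control; higher means more block of Keap1 binding to Nrf2 peptide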
* marks the source's active call; other numbers are inactive results; / = no result given. Not all compounds are listed, so the mix of outcomes need not match the whole.

SMILES | dFosB activator | PvdQ inh | cardiac RTF act | LANA DNA inh | SUMO Mot1 rescue | CDK5 p35 inh | Rtt109 Vps75 | NSD2 inh | RTF Ca sens inh | PfHsp90 yeast 2 | Keap1 Nrf2 FP
COc1ccc(CC2c3cc(OC)c(OC)cc3CCN2C)cc1OC (stereo unspecified) | -7 | -4 | 2 | -0.2 | 3 | 0.0 | -15 | / | -1 | -1 | 3
COCCn1c(-c2ccccc2)cc(C(=O)O)c1C | -5 | 7 | -8 | -2.3 | 88 | 0.2 | 1 | 2 | -11 | 2 | -2
CNC(=O)Oc1ccc(-c2cn3cc(C)ccc3n2)cc1 | -8 | 7 | -4 | -0.1 | 1 | / | 6 | 9 | 6 | -7 | 7
O=C1c2ccccc2C(=O)N1Cc1nc2ccccc2c(=O)n1-c1cccnc1 | -9 | -11 | 8 | 1.2 | 47 | 0.5 | -10 | 1 | -7 | 2 | -3
CCCCn1c(=O)c(C(=O)Nc2ccccc2C)c(O)c2ccccc21 | -9 | -13 | -4 | 6.1 | 3 | 0.2 | 4 | / | -6 | -17 | -2
Cc1ccc(N2C(=O)NC(=O)C(CCc3ccncc3)(Cc3cccc(Cl)c3Cl)C2=O)cc1 (stereo unspecified) | -6 | -16 | 3 | -0.2 | 33 | -0.9 | -3 | / | -2 | 19 | 2
CC(C)C(=O)Nc1nnc(CCN(CCc2nnc(NC(=O)C(C)C)s2)[N+](=O)[O-])s1 | 1 | 3 | 3 | -1.8 | -1 | -3.3 | -17 | -4 | 4 | 10 | 9
CC(=O)OC1N=C(c2ccc(Cl)cc2)c2cc(Br)ccc2NC1=O (stereo unspecified) | -7 | -11 | 4 | -3.6 | 355 | 0.8 | 13 | 6 | -13 | -5 | 0
CCNC(=O)NNC(=O)C1CC(c2cccnc2)=NO1 (stereo unspecified) | -2 | -7 | 3 | 0.4 | 10 | 2.0 | 1 | -4 | 2 | -3 | -1
COC(=O)C1=C(c2ccc(Cl)c(C(F)(F)F)c2)C[C@@H]2CC[C@H]1N2C(=O)N1CCOCC1 | 0 | 5 | -6 | -0.9 | -1 | 1.5 | 6 | / | 3 | 3 | 1
O=C(Oc1c(Cl)cc(Cl)c2ccccc12)N1CCCCC1 | -3 | 8 | -4 | -4.5 | 25 | 0.4 | -1 | -3 | -4 | -16 | -1
CC(=O)OC1C2(CC3N4C(=O)C5(CO)SSC4(CC31O)C(=O)N5C)OC(C)C(C)(C)C2=O (stereo unspecified) | 0 | -10 | -9 | 1.9 | / | -1.0 | -2 | 133* | -3 | 12 | 2
CN(C)CCN=Cc1c(O)n(-c2cccc3ccccc23)c(=O)[nH]c1=O | -1 | -12 | 1 | -1.5 | 192 | 0.4 | 3 | 7 | -6 | -1 | -10
CN/C=C(/Cl)P(=O)(OC(C)C)OC(C)C | 8 | -3 | 4 | 1.3 | 83 | -0.4 | 8 | -2 | -7 | -7 | -3
O=[N+]([O-])c1ccc(N2CC2)c([N+](=O)[O-])c1 | -1 | -4 | 5 | -0.6 | / | -1.8 | 2 | 0 | -4 | -7 | -4
O=C1Nc2cc(C(=O)N3CCC4(CC3)OCCO4)ccc2S/C1=C\c1ccccc1 | 4 | 2 | -7 | 1.1 | -3 | 1.9 | -27 | 4 | 1 | 15 | -1
Cc1ccc(/C=C2\C(=O)NC(=S)N(c3cccc(F)c3)C2=O)o1 | -16 | -11 | 7 | 2.5 | 8 | -8.6 | -1 | / | -5 | -6 | -12
O=C(c1ccc(C(F)(F)F)cc1)C1CCCN(Cc2ccncc2)C1 (stereo unspecified) | 3 | 2 | -3 | -0.2 | 80 | 0.9 | -1 | -1 | 11 | / | -5
CC(=O)OC1(c2ccccc2)CCN(C)C(C)C1C (stereo unspecified) | 1 | -1 | 1 | 0.4 | -4 | -0.3 | -2 | -3 | -5 | 6 | -2
CCOC(=O)c1c(C)n(Cc2ccccc2)c2ccc(OCC(O)CNC(C)(C)C)cc12 (stereo unspecified) | 1 | -9 | -3 | -2.1 | -7 | 0.8 | 4 | 13 | 1 | -9 | -4
CCOCCN1CCN(c2nnc3n2-c2ccc(Cl)cc2C(c2ccccc2Cl)=NC3)CC1 | -4 | 1 | -5 | 0.8 | -3 | 0.0 | 12 | 1 | 5 | -3 | 0
COc1cccc(CNCCc2ccc(F)cc2)c1 | -3 | -9 | 1 | 2.5 | -15 | -1.1 | -5 | 1 | -18 | -13 | -7

Some of the entries so far, with tabs.
Structure	dFosB activator	PvdQ inh	cardiac RTF act	LANA DNA inh	SUMO Mot1 rescue	CDK5 p35 inh	Rtt109 Vps75	NSD2 inh	RTF Ca sens inh	PfHsp90 yeast 2	Keap1 Nrf2 FP
CCCCn1c(=O)c(C(=O)Nc2ccccc2C)c(O)c2ccccc21	-9	-13	-4	6.1	3	0.2	4	/	-6	-17	-2
Cc1ccc(N2C(=O)NC(=O)C(CCc3ccncc3)(Cc3cccc(Cl)c3Cl)C2=O)cc1 (stereo unspecified)	-6	-16	3	-0.2	33	-0.9	-3	/	-2	19	2
CC(C)C(=O)Nc1nnc(CCN(CCc2nnc(NC(=O)C(C)C)s2)[N+](=O)[O-])s1	1	3	3	-1.8	-1	-3.3	-17	-4	4	10	9
CC(=O)OC1N=C(c2ccc(Cl)cc2)c2cc(Br)ccc2NC1=O (stereo unspecified)	-7	-11	4	-3.6	355	0.8	13	6	-13	-5	0
CCNC(=O)NNC(=O)C1CC(c2cccnc2)=NO1 (stereo unspecified)	-2	-7	3	0.4	10	2.0	1	-4	2	-3	-1
COC(=O)C1=C(c2ccc(Cl)c(C(F)(F)F)c2)C[C@@H]2CC[C@H]1N2C(=O)N1CCOCC1	0	5	-6	-0.9	-1	1.5	6	/	3	3	1
O=C(Oc1c(Cl)cc(Cl)c2ccccc12)N1CCCCC1	-3	8	-4	-4.5	25	0.4	-1	-3	-4	-16	-1
CC(=O)OC1C2(CC3N4C(=O)C5(CO)SSC4(CC31O)C(=O)N5C)OC(C)C(C)(C)C2=O (stereo unspecified)	0	-10	-9	1.9	/	-1.0	-2	133*	-3	12	2
CN(C)CCN=Cc1c(O)n(-c2cccc3ccccc23)c(=O)[nH]c1=O	-1	-12	1	-1.5	192	0.4	3	7	-6	-1	-10
CN/C=C(/Cl)P(=O)(OC(C)C)OC(C)C	8	-3	4	1.3	83	-0.4	8	-2	-7	-7	-3
O=[N+]([O-])c1ccc(N2CC2)c([N+](=O)[O-])c1	-1	-4	5	-0.6	/	-1.8	2	0	-4	-7	-4

Bioassay records: PubChem BioAssay, several laboratories
